Screening data (PubChem)
procasp3 activ: procaspase-3 (human) activation | AID 463141 | recombinant procaspase-3 D3A, Ac-DEVD-pNA absorbance 405 nm | hit rate 0.11% among 330,000 | P42574 | activation, % at 8.5 µM;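 active = activation above the mean of all tested compounds plus 3 SD, cut at about 21% in these data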;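 note: 0% = DMSO alone and 100% = DMSO wells spiked with extra 5 µM PC-3 D3A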
Target sequence (P42574 whole entry D9A/D28A/D175A): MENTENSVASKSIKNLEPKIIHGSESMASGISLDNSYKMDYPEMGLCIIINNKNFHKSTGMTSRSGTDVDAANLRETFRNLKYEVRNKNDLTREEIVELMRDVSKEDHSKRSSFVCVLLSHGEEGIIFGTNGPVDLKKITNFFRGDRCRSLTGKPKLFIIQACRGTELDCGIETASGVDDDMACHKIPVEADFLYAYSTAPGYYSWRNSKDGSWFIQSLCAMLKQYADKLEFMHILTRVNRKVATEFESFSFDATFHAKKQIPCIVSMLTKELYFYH
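Assay system – Procaspase-3 D3A mutant, all three cleavage aspartates alanine · Controls – DMSO-only low control, 5 µM PC-3 D3A high control · Schedule – 1 h compound preincubation, 2 h substrate hydrolysis at 25 °C · Signal – 405 nm absorbance of p-nitroaniline, reads at 0 and 120 min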
CTSL1 counter: blocks F. hepatica cathepsin L1 in PFM18AAP counter-screen; inhibition, % at 5.96 µM; hit rate 0.49% among 300,000; AID 1906; recombinant F. hepatica cathepsin L1, Z-Leu-Arg-MCA fluorescence;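 active = inhibition above the mean of all tested compounds plus 3 SD, set per screening campaign, cut at about 17% in these data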;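 note: 0% = plate median of test compound wells and 100% = 1 µM Z-Phe-Ala-diazomethylketone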
TPT1 inh: blocks Candida albicans tRNA 2'-phosphotransferase; recombinant caTPT1, FP RNA substrate dephosphorylation; inhibition, % at 5 µM; hit rate 0.81% among 300,000;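 active = inhibition above the mean of all tested compounds plus 3 SD, set per screening campaign, cut at about 24% in these data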;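 note: plate controls were DMSO alone for no effect and ferristatin control at 100 nM for full effect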
PP1 inh: blocks human PP1-alpha phosphatase, a PP5 counter-screen | P62136 | inhibition, % at 6.7 µM | hit rate 0.9% among 320,000 | purified PP1alpha, OMFP fluorescence;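 active = inhibition above the mean inhibition of all tested compounds plus 3 SD, computed separately for each screening campaign, cut at about 15% in these data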
PAFAH2 inh: inhibitors of human PAFAH2; Q99487; hit rate 0.99% among 340,000; recombinant PAFAH2, FP-rhodamine activity probe, fluorescence polarization; inhibition, % at 3.39 µM;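 active = inhibition above the mean over all tested compounds plus 3 SD, cut at about 30% in these data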;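 note: inhibitors block probe labeling of enzyme so polarization drops; 0% = enzyme with DMSO and 100% = wells lacking PAFAH2 protein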
HCV core dimer: blocks dimerization of HCV core protein | inhibition, % at 5 µM | hit rate 0.33% among 300,000 | TR-FRET GST/Flag-core106 dimerization, 1536-well;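 active = inhibition above the mean of all tested compounds plus 3 SD, set per screening campaign, cut at about 45% in these data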
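Test system: GST/Flag-tagged HCV core106 proteins; Medium: KF-containing HEPES buffer, pH 7.45, DTT, CHAPS, BSA; Times: compound-protein-antibody incubation 4 h at 22.5 °C; Detection: TR-FRET 671 and 617 nm emission; Benchmarks: wells lacking GST-core106 and wells with excess unlabelled core106.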
PP5 inh: PP5 (human) phosphatase inhibition. P53041. purified PP5c, OMFP substrate fluorescence. inhibition, % at 6.7 µM. hit rate 0.18% among 320,000. AID 1987;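 active = inhibition above the campaign's mean inhibition across all tested compounds plus 3 SD, cut at about 9.5% in these data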;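 note: 0% = DMSO only and 100% = 100 µM cantharidin control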
proCasp7 act: counter-screen: procaspase-7 (human) activation; P55210; AID 463210; recombinant procaspase-7, Ac-DEVD-pNA absorbance 405 nm; D23A/D198A/D206A triple mutant, cannot self-cleave; scale: DMSO 0, 5 µM enzyme 100; hit rate 0.093% among 330,000; activation, % at 8.5 µM;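 active = percent activation above the screen-wide mean plus 3 SD, cut at about 25% in these data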
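Replicates: singlicate. Assay system: Procaspase-7 triple mutant (PC-7 D3A). Signal: 405 nm absorbance of p-nitroaniline. Times: 1 h preincubation, 2 h reaction. Buffer or medium: Zinc-free HEPES pH 7.4 with 300 mM NaCl, 0.01% Triton X-100. Also added: DEVD-pNA substrate. Benchmarks: DMSO wells as 0%, DMSO with 5 µM added PC-7 as 100%.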
AHR activator: activators of human aryl hydrocarbon receptor; AHR-responsive luciferase reporter cells, luminescence; activation, % at 5 µM; hit rate 2.5% among 320,000; AID 2796; in the data active = activation above about 47%;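 note: 0% = vehicle wells and 100% = reference agonist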
Target sequence (P35869 whole entry, looked up): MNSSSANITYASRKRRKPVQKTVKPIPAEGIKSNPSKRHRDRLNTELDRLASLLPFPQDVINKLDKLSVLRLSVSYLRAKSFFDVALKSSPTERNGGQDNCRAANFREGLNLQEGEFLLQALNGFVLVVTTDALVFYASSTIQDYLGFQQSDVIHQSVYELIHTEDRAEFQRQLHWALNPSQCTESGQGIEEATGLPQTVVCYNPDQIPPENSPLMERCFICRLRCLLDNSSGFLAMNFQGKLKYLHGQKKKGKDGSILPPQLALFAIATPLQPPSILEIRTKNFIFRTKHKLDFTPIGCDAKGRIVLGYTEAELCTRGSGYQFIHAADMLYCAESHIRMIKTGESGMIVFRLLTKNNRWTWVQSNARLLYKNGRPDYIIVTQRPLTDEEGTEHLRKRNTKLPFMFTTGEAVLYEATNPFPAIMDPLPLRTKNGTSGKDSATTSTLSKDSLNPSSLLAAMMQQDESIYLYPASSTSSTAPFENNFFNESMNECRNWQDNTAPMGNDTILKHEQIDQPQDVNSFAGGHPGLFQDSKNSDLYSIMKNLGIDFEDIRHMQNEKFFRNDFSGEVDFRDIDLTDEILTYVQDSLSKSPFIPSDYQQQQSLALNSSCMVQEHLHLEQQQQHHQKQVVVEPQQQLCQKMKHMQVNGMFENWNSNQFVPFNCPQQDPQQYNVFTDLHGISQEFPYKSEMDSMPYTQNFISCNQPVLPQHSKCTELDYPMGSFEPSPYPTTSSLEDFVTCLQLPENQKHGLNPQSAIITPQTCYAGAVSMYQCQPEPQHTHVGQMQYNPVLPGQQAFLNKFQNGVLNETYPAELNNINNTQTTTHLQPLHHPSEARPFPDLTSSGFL
An asterisk follows results filed as active; x = no result given.

1: CCOC(=O)Cn1cc(C#N)c(=O)[nH]c1=O
2: CCOC(=O)c1cnn(-c2nc(SC)nc3sc4c(c23)CCCC4)c1N
3: CSc1ccc(NC(=O)NCc2cccnc2)cc1
4: CCOC(=O)CNC(=O)N1CCCC(C(=O)c2ccc3c(c2)OCO3)C1 (stereo not given)
5: CCCCCC(=O)NC(=S)Nc1ccc(N2CCCCC2)c(Cl)c1
6: O=C(Cn1c(=S)[nH]c2ccccc2c1=O)N1CCN(c2ccc(F)cc2)CC1
7: Cc1nc([N+](=O)[O-])cn1CC(O)c1ccc(F)cc1 (stereo not given)
8: Cc1cccc(OCC(=O)Nc2ccc3c(c2)nc(CCN2CCN(c4ccccn4)CC2)n3C)c1
Assay by compound	1	2	3	4	5	6	7	8
procasp3 activ	-4	3	-5	0	4	0	1	4
CTSL1 counter	0	4	-3	1	-1	6	-3	-2
TPT1 inh	0	-5	0	2	-1	-2	0	2
PP1 inh	-2	0	0	-6	-1	-2	0	2
PAFAH2 inh	-1	-1	4	2	3	6	2	0
HCV core dimer	-6	16	-10	-5	0	1	-3	4
PP5 inh	-1.1	1.2	1.7	-1.3	0.4	-0.7	-1.6	-1.8
proCasp7 act	2	7	-7	0	-5	-5	10	3
AHR activator	1	7	18	8	0	0	0	1

9: CC[C@@]1(C(=O)OC)N[C@H](CN(C)C(=O)c2ccc(F)cc2)[C@@H]2C(=O)N(Cc3ccccc3)C(=O)[C@@H]21
10: CCCN(Cc1cc2cc(C)ccc2[nH]c1=O)C(=O)c1ccccn1
11: CC/C(C)=N/Nc1nc2c(c(=O)[nH]c(=O)n2C)n1Cc1ccccc1
12: COc1ccc(C(=O)NNC(=O)CSc2nnc(COc3ccccc3)n2C)cc1
13: CC(Sc1nnc(-c2cccnc2)o1)C(=O)NC1CCCC1 (stereo not given)
14: CCCCNC(=O)CCC(=O)Nc1ccc2nc(N3CCC(C)CC3)cc(C)c2c1
15: O=C(CSc1ncc(C(F)(F)F)cc1Cl)NCC1CCCO1 (stereo not given)
16: Cc1ccccc1C(=O)NC(=S)NCCN1CCOCC1
Assay by compound	9	10	11	12	13	14	15	16
procasp3 activ	1	4	3	0	-1	0	-3	1
CTSL1 counter	x	-3	-2	5	x	-4	-1	2
TPT1 inh	x	0	-1	-4	x	5	0	0
PP1 inh	x	-3	5	-4	1	0	-2	-4
PAFAH2 inh	-4	-4	2	7	8	13	0	3
HCV core dimer	x	2	0	0	x	-5	-3	-5
PP5 inh	x	2.2	0.1	-1.9	-1.3	2.0	-0.7	-0.8
proCasp7 act	7	6	-10	-11	3	14	-2	-1
AHR activator	1	5	6	1	1	4	1	-1

17: CCC1(CC)NC(=O)N(CC(=O)Nc2ccc(OCc3ccccc3)cc2)C1=O
18: COc1ccc(C(=O)NCCC2=CCCCC2)cc1[N+](=O)[O-]
19: COc1ccc(NCc2ccc3c(c2)OCO3)cc1Cl
20: CC(C)Oc1ccccc1/C=N/NC(=O)C1CC1
21: COc1ccc(NC(=O)c2cc3c(=O)n(C)c4ccccc4c3s2)cc1OC
22: O=C(NCCc1ccccn1)c1cc(-c2ccc(Cl)cc2)nc2ccccc12
23: COc1ccc([N+](=O)[O-])cc1NC(=O)c1cc(C)c(C)o1
24: CC(=O)/C=C(\C)Nc1c(C)n(C)n(-c2ccccc2)c1=O
Assay by compound	17	18	19	20	21	22	23	24
procasp3 activ	4	3	-3	10	2	-1	2	-3
CTSL1 counter	x	7	0	3	-2	-1	-2	4
TPT1 inh	x	-1	0	-3	-3	1	2	-3
PP1 inh	x	-4	0	-1	2	-4	-5	-6
PAFAH2 inh	2	-2	9	x	6	-11	10	0
HCV core dimer	x	-3	-6	6	-24	-3	17	1
PP5 inh	x	0.7	4.1	3.7	1.5	2.2	3.0	-2.9
proCasp7 act	-4	-3	-3	6	6	-4	5	6
AHR activator	1	-4	3	17	-2	15	17	-2

25: N#Cc1cnc2c(-c3ccccc3)c(-c3ccccc3)nn2c1N
26: COc1ccc(C(C)=O)cc1COC(=O)c1cccnc1Cl
27: CCCCn1c(N)c(N(CCOC)C(=O)CCS(=O)(=O)c2ccc(Cl)cc2)c(=O)[nH]c1=O
28: COc1ccc(N2CCN(C(=O)c3cc(-c4cccs4)nc4ccccc34)CC2)cc1
29: COc1cc(/C=C/C(=O)OCC(=O)NC(C)c2ccccc2)cc(OC)c1OC (stereo not given)
30: CC(C)(Oc1ccc(Cl)cc1)C(=O)N1CCN(c2ccccn2)CC1
31: CNC(=O)Nc1cc(NC(=O)NC)cc(C(F)(F)F)c1
32: Cc1nnc(Nc2ccc(Cl)c(C(F)(F)F)c2)[nH]c1=O
Assay by compound	25	26	27	28	29	30	31	32
procasp3 activ	-4	-5	-2	9	11	-1	4	-2
CTSL1 counter	7	-3	-1	6	x	3	-1	-2
TPT1 inh	0	1	-2	1	x	5	-2	2
PP1 inh	4	-3	1	1	x	4	2	2
PAFAH2 inh	-1	-5	-3	3	31*	-2	8	19
HCV core dimer	1	-8	-4	18	x	5	2	-7
PP5 inh	2.0	-0.4	-0.6	1.4	x	2.9	0.5	-3.2
proCasp7 act	10	5	0	0	7	-4	9	0
AHR activator	43	-1	2	20	1	3	-2	19

33: Cc1ccc(CN2CCC(n3nccc3NC(=O)C3CCOC3)CC2)cc1 (stereo not given)
34: O=S(=O)(c1ccc2c(c1)OCCO2)N1CCC(n2cnc3cc(F)ccc32)CC1
35: CC1Cc2ccccc2N1CC(=O)NC(=O)NC1CCCC1 (stereo not given)
36: COc1ccccc1OCCOCCN1CCCC1
37: COc1cc(C(=O)N2CCN(C(=O)C(Cc3cc(C)ccc3C)NC(C)=O)CC2)cc(OC)c1OC (stereo not given)
38: CC(=O)N(Cc1ccccc1)Cc1cn(CCC#N)nc1-c1cccc([N+](=O)[O-])c1
39: CC(=O)N(C(C)=O)N1C(=O)/C(=C/c2ccc(Cl)cc2)SC1=S
40: COc1ccc(N)cc1NC(=O)CN1CCCC1
Assay by compound	33	34	35	36	37	38	39	40
procasp3 activ	-3	0	1	-4	8	1	-11	4
CTSL1 counter	-4	2	-2	-1	0	-2	-2	-1
TPT1 inh	3	-6	0	1	-2	4	-1	-2
PP1 inh	-2	1	4	-3	-3	-2	-1	-1
PAFAH2 inh	2	14	-6	-3	1	0	5	-4
HCV core dimer	2	12	3	2	-10	-1	6	-9
PP5 inh	1.1	1.6	3.5	-1.4	1.6	1.5	1.6	-0.6
proCasp7 act	0	7	-5	-1	1	-1	-16	-16
AHR activator	-1	13	5	-2	0	1	-1	3

41: COc1ccc(NC(=S)NNC(=O)Cn2nc([N+](=O)[O-])cc2C)cc1
42: CNC(=O)c1c(C)nn(-c2ccc(F)c(Cl)c2)c1-c1cc(C)on1
43: COc1cc(C2N(c3ccc(F)cc3)C(=O)C3CCCN32)cc(OC)c1OC (stereo not given)
44: O=c1[nH]c(SCc2ccccc2Cl)nc2c1cnn2-c1ccccc1
45: C=CCNC(=O)c1cc(-c2cccnc2)nc2ccccc12
46: COc1ccc(S(=O)(=O)Nc2ncccn2)cc1
47: O=C(COc1ccc(F)cc1Cl)Nc1ccc(S(=O)(=O)Nc2nccs2)cc1
48: COc1ccc(/C=C/C(=O)NCCSCc2ccco2)cc1OC
Assay by compound	41	42	43	44	45	46	47	48
procasp3 activ	7	10	14	-5	-5	0	-1	-4
CTSL1 counter	-1	1	-1	1	-2	-1	-1	-1
TPT1 inh	0	1	5	-2	-3	0	1	-2
PP1 inh	-3	-2	-5	1	-2	-2	-1	-7
PAFAH2 inh	5	x	-7	2	3	-1	5	5
HCV core dimer	-5	-3	-3	16	-3	-3	9	6
PP5 inh	2.0	0.7	3.0	-1.1	0.8	-0.2	-1.9	1.2
proCasp7 act	-1	2	9	8	6	3	-2	8
AHR activator	6	3	-2	117*	7	0	-4	8

49: COC(=O)c1ccc(SC)cn1
50: N/N=C(\c1ccccc1)c1cc(Cl)ccc1N
51: CC(C)CCNC(=O)C(=O)Nc1ccc2c(c1)N(S(=O)(=O)c1cccs1)CCC2
52: CC(=O)c1cccc(NC(=O)C(C)OC(=O)Cc2c[nH]c3ccccc23)c1 (stereo not given)
53: CC1(C)Oc2ccc3ccc(=O)oc3c2C(/C=N/O)C1=O (stereo not given)
54: CC1Cc2ccccc2N1C(=O)c1ccc2c(c1)nnn2C (stereo not given)
55: O=C(Nc1nccs1)C1Cc2ccccc2CN1S(=O)(=O)c1ccc(F)cc1 (stereo not given)
56: CCCCC(=O)NC1=NC(=O)C(C)(C)S1
Assay by compound	49	50	51	52	53	54	55	56
procasp3 activ	6	7	2	-3	-1	5	15	0
CTSL1 counter	-3	-2	3	-4	4	0	0	-3
TPT1 inh	-1	-1	1	-1	1	-3	-2	-3
PP1 inh	5	-1	2	-3	-6	1	4	-1
PAFAH2 inh	-1	1	-2	-4	0	7	1	-7
HCV core dimer	3	6	9	4	-20	-4	3	-4
PP5 inh	0.8	0.5	3.3	0.9	2.1	2.9	4.0	-0.7
proCasp7 act	7	-5	6	4	0	1	8	5
AHR activator	-1	5	8	1	0	3	64*	-3

Record cards, as listed above. Order of screens: procasp3 activ | CTSL1 counter | TPT1 inh | PP1 inh | PAFAH2 inh | HCV core dimer | PP5 inh | proCasp7 act | AHR activator
CCCCC(=O)NC1=NC(=O)C(C)(C)S1 is listed as 0 | -3 | -3 | -1 | -7 | -4 | -0.7 | 5 | -3
CC1Cc2ccccc2N1C(=O)c1ccc2c(c1)nnn2C (stereo not given) is listed as 5 | 0 | -3 | 1 | 7 | -4 | 2.9 | 1 | 3
CC(=O)c1cccc(NC(=O)C(C)OC(=O)Cc2c[nH]c3ccccc23)c1 (stereo not given) is listed as -3 | -4 | -1 | -3 | -4 | 4 | 0.9 | 4 | 1
O=C(Nc1nccs1)C1Cc2ccccc2CN1S(=O)(=O)c1ccc(F)cc1 (stereo not given) is listed as 15 | 0 | -2 | 4 | 1 | 3 | 4.0 | 8 | 64*
CC1(C)Oc2ccc3ccc(=O)oc3c2C(/C=N/O)C1=O (stereo not given) is listed as -1 | 4 | 1 | -6 | 0 | -20 | 2.1 | 0 | 0

(next part)
57: O=c1cc(CSc2ccc(Cl)cc2)nc(-c2ccncc2)[nH]1
58: Cc1ccc(NC(=O)c2c(-c3ccccc3)noc2C)nc1
59: O=c1[nH]nnc2c1sc1nc(N3CCOCC3)c3c(c12)CCCC3
60: CCOC(=O)C[C@H]1c2cc(F)ccc2S(=O)(=O)N1C1CCCCC1
61: CCN1CCN(CCCNC(=O)C2CCCN(c3nc4c(C)cc(C)cc4s3)C2)CC1 (stereo not given)
Assay by compound	57	58	59	60	61
procasp3 activ	0	6	-3	2	5
CTSL1 counter	1	5	-2	0	-1
TPT1 inh	4	-1	0	-3	0
PP1 inh	-2	-1	0	-1	0
PAFAH2 inh	0	4	2	7	9
HCV core dimer	4	0	3	1	-11
PP5 inh	-2.2	0.3	-2.8	1.8	2.6
proCasp7 act	1	4	7	-9	3
AHR activator	0	4	-1	2	11
